High-throughput results deposited in PubChem BioAssay by several laboratories.
Tb hexokinase = blocks Trypanosoma brucei hexokinase 1 activity; recombinant TbHK1, G6PDH-coupled NADH A340; inhibition, % at 10 µM; 220,000 compounds, 0.11% hits;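 active = inhibition of 50% or more in the single-dose primary screen; inactive = inhibition below 50%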
NCF1 inh = p47phox (human) inhibition; AID 1274; p47phox/p22phox peptide binding, fluorescence polarization, 2 h; 220,000 compounds, 0.53% hits; inhibition, % at 24.7 µM;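 active = inhibition above about 30%, limit read from the data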;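 also: 0% = p47phox with labelled peptide and 100% = labelled peptide alone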
Runt-CBFb FRET = blocks binding of human RUNX1 Runt domain to CBFb. Cerulean-Runt/Venus-CBFb FRET ratio 530/480, 1 h. inhibition, % at 20 µM. 220,000 compounds, 0.46% hits. AID 1496;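 active = inhibition over about 50% at 20 µM in the single-dose screen, limit read from the data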;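 also: 0% = DMSO wells and 100% = excess unlabeled CBFb competitor control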
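Buffer or medium: Tris pH 7.5 buffer with BSA. Assay system: Cerulean-labeled Runt domain protein. Amount: each fluorescent fusion protein 100 nM. Read-out basis: loss of energy transfer signal. Incubation: 1 h compound exposure, room temperature. Probe or stimulus: Venus-CBFb binding partner, 100 nM. Detection: FRET, excitation 422 nm, emission at 530 and 480 nm.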
p97 inhibitor = inhibitors of human p97 ATPase | P55072 | recombinant p97 ATPase, Kinase-Glo ATP luminescence, 3 h | inhibition, % at 8 µM | 220,000 compounds, 0.42% hits | AID 1481; in the data active = inhibition above about 15%;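 also: 0% = DMSO vehicle and 100% = wells lacking enzyme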
Furin inhibitor = blocks human furin protease activity; P09958; purified furin, fluorogenic substrate cleavage; inhibition, % at 30 µM; 220,000 compounds, 0.061% hits; in the data active = inhibition above about 25%; also: inactives centre near -15
Target sequence (P09958 108-714 limits assumed): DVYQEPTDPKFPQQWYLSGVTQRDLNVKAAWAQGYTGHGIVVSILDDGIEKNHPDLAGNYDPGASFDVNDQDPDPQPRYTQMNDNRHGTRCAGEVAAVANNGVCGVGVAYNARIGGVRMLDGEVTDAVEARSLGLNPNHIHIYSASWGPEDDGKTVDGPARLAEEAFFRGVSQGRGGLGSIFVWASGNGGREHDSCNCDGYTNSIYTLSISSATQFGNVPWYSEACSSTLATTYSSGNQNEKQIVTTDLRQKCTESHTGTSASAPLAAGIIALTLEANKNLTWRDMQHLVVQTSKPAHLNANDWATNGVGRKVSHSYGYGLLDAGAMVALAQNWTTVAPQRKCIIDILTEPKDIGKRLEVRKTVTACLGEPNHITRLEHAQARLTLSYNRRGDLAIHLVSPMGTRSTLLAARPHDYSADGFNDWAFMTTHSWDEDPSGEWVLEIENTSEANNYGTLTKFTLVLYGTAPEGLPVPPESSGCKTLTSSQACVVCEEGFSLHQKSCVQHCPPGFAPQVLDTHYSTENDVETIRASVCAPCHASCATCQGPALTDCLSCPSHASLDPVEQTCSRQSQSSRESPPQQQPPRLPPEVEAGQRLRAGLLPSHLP
Calpain2 inh = blocks pig calpain II enzyme activity; inhibition, % at 16 µM; 220,000 compounds, 0.37% hits; purified calpain II, fluorogenic peptide substrate, 30 min; AID 1236;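 active = inhibition above about 50%, limit read from the data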
Runt-SMMHC FRET = inhibitors of human RUNX1 Runt domain binding to CBFb-SMMHC. Cerulean-Runt/Venus-CBFb-SMMHC FRET ratio 530/480, 1 h. 220,000 compounds, 0.74% hits. inhibition, % at 20 µM. Q01196+Q13951. AID 1434;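 active = mean inhibition across duplicate retests at 20 µM reaching about 50%, limit read from the data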;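 also: 0% = DMSO wells and 100% = wells with excess untagged CBFb-SMMHC; inhibitors lower the FRET ratio by blocking Runt binding to CBFb-SMMHC; some results filed as inactive read as strong as hits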
RBBP9 inhibitor = inhibitors of human serine hydrolase RBBP9. AID 1515. inhibition, % at 7.94 µM. 220,000 compounds, 0.2% hits. recombinant RBBP9, FP-Rh probe fluorescence polarization;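 active = inhibition above the campaign mean of all tested compounds plus 3 SD, cut at about 14% in these data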;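 also: plate controls were DMSO wells with RBBP9 for no effect and wells lacking RBBP9 protein for full effect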
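System: RBBP9 protein | Quantity: 2.5 µM RBBP9 dispensing solution, before mixing | Reagent: FP-Rh probe, 375 nM dispensing solution | Timing: Enzyme-compound preincubation 30 min, then probe labeling 45 min, 25 °C | Measured by: Fluorescence polarization | Read-out: % inhibition | Replication: One well per compound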
EBV gp42 inh = EBV gp42 inhibition | Q1HVG2 | Fluorescence polarization binding assay, mP read-out | inhibition, % (tested at 21.74 µM) | 220,000 compounds, 0.42% hits | AID 1085; in the data active = inhibition above about 50%
Target sequence (Q1HVG2 whole entry, looked up): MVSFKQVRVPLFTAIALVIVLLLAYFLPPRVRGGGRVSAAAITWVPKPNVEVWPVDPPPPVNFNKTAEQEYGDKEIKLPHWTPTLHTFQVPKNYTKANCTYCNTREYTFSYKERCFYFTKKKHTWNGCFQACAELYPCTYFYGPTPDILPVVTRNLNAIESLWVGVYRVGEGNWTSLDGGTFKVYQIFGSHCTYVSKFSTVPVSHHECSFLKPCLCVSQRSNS
Active calls of the source: *; x = no result given; [ ] = another dose, or the depositor's remark.

SMILES	Tb hexokinase	NCF1 inh	Runt-CBFb FRET	p97 inhibitor	Furin inhibitor	Calpain2 inh	Runt-SMMHC FRET	RBBP9 inhibitor	EBV gp42 inh
CC(C)Cn1nc(NC(=O)C2CCCO2)c2cc3ccccc3nc21 (stereo not drawn)	-7	x	21	-2	-21	x	39	-3	x
NC(=O)c1ccsc1NC(=O)C1CCCN1S(=O)(=O)c1ccc(Cl)cc1 (stereo not drawn)	-5	-11	0	3	-22	-20	2	-4	-6
COC(=O)c1ccc(CNCC(=O)Nc2ccc(C(=O)OC)cc2)cc1	3	9	-4	-2	-21	11	3	6	-2
O=C(CSc1nnc2ccccn12)NCCc1ccc(Cl)cc1	-6	1	-1	3	-12	-23	-5	5	-5
CC(C)CN(C(=O)CN1CCN(c2ccccc2F)CC1)c1c(N)n(CC(C)C)c(=O)[nH]c1=O	23	-5	0	-1	-4	6	9	-13	-4
C/C(=N\NC(=O)c1nn(C)c(C)c1Br)c1cccc(NC(=O)c2ccoc2C)c1	1	4	-4	-3	5	-4	-1	-5	11
CC1=CC(c2ccccc2)NC(=S)N1 (stereo not drawn)	4	-3	16	-4	-9	17	1	-8	14
Cn1c(SCC(=O)Nc2cccc(F)c2)nnc1-c1cc2ccccc2o1	-13	-18	-2	0	-16[20 µM]	-13	4	2	-15
Cc1nn(Cc2ccccc2)c(C)c1NC(=O)c1cccs1	-2	7	-1	-3	-11	16	1	-9	-1
Cc1ccccc1-c1nc2ccccc2o1	-1	-10	2	4	-26[20 µM]	-13	2	6	-20
CC(=NC1CC1)c1c(-c2ccccc2)[nH]n(-c2nc3ccccc3s2)c1=O	-21	-14	1	2	-15[20 µM]	-62	1	-4	-5
CCS(=O)(=O)c1ccc(O)c(NC(=O)/C=C/c2ccccc2)c1	-14	-7	1	1	-27	-26	-1	3	3
COc1cc2ncc(S(=O)(=O)c3ccccc3)c(N3CCC4(CC3)OCCO4)c2cc1OC	-17	5	-4	-6	-12	-14	-1	-8	16
CN(c1ccccc1C(=O)Nc1cccnc1)S(C)(=O)=O	1	1	0	6	-3[20 µM]	-20	0	-2	-4
O=C(COc1ccc(Cl)cc1)Nc1ncccn1	7	-9	-1	-6	-9[20 µM]	-11	-4	-7	1
N#CC1=C(O)CCCn2c1nc1ccccc1c2=O	-18	-1	-1	5	-8	-8	2	-8	2
CCOC(=O)C(CCSC)NC(=O)CN (stereo not drawn)	4	-21	0	1	-16	-1	24	-6	-4
CC(C(=O)O)C1SC(=O)NC1=O (stereo not drawn)	0	11	0	5	-19[20 µM]	-5	-6	-6	-17
COc1ccc2[nH]cc(CCNC(=S)NCCc3ccccc3)c2c1	2	-10	-2	7	-17	-6	4	-4	8
O=C(NNc1nc(-c2ccc(Br)cc2)cs1)c1ccco1	-2	-15	10	5	-22	28	-5	-10	-7
CC1CCN(S(=O)(=O)c2ccc(F)c(C(=O)O)c2)CC1	4	0	0	4	-23	6	1	5	-29
Cc1ccc(OCCCn2c(=O)oc3ccccc32)cc1	6	-11	-2	-6	-18	22	0	-6	-2
COc1ccc(NC(=O)COC(=O)CNC(=O)c2cc(OC)c(OC)c(OC)c2)cc1	-5	1	0	3	-7	-12	2	-6	2
COc1cc2cc(CN(CCO)C(=O)c3cccs3)c(=O)[nH]c2cc1OC	-39	3	2	0	-11[20 µM]	-88	-4	-1	-2
O=C(COc1ccc(Cl)cc1)N(Cc1ccco1)C1CCS(=O)(=O)C1 (stereo not drawn)	-7	-4	0	2	-25	-11	1	-7	-13

Reprinted from the part before: three compounds, then new ones.
SMILES	Tb hexokinase	NCF1 inh	Runt-CBFb FRET	p97 inhibitor	Furin inhibitor	Calpain2 inh	Runt-SMMHC FRET	RBBP9 inhibitor	EBV gp42 inh
COc1ccc(NC(=O)COC(=O)CNC(=O)c2cc(OC)c(OC)c(OC)c2)cc1	-5	1	0	3	-7	-12	2	-6	2
COc1cc2cc(CN(CCO)C(=O)c3cccs3)c(=O)[nH]c2cc1OC	-39	3	2	0	-11[20 µM]	-88	-4	-1	-2
O=C(COc1ccc(Cl)cc1)N(Cc1ccco1)C1CCS(=O)(=O)C1 (stereo not drawn)	-7	-4	0	2	-25	-11	1	-7	-13
Cc1ccccc1CN1C[C@@H]2C[C@@H](c3ccc4nsnc4c3)N3CCC[C@@]23C1=O	2	-7	-2	5	-7	-11	0	-3	-10
O=C(NC1(C(F)(F)F)N=C(c2ccccc2)NC1=O)c1ccccc1F (stereo not drawn)	0	5	0	1	-10	5	1	-7	5
COC(=O)/N=C/c1c(NCc2ccccc2)nc2c(C)cccn2c1=O	-17	1	-2	9	-21	-35	0	2	-11
CC1(C)CC(O)C(C(O)c2cccc([N+](=O)[O-])c2)C(C)(C)N1 (stereo not drawn)	-2	-19	2	0	-14	-2	1	-11	-20
NC(=O)NCCCC(=O)OCC(=O)c1ccc2ccccc2c1	-1	-22	-1	8	-24	-210	2	-11	-23
COc1cccc2cc(C(=O)NCc3ccco3)c(=O)oc12	-5	4	6	-7	-6	21	4	-6	4
COc1ccc2cc(C#N)c(SCC(=O)NNC(=O)Cc3ccccc3)nc2c1	20	-35	-7	-5	-11[20 µM]	-68	-8	-8	-41
CCc1nc(SCC(=O)NCCc2ccc(OC)c(OC)c2)c2c(=O)n(C)c(=O)n(C)c2n1	0	-19	2	x	-7	-18	2	x	-10
S=c1[nH]nc(-c2ccco2)n1/N=C/c1cccc(Cl)c1Cl	-7	-15	8	-2	-23	13	10	-9	3
Cc1ccc(/C=C2\NC(=S)NC2=O)cc1[N+](=O)[O-]	-7	-3	0	-3	-25	-36	2	-14	8
CCOC(=O)/C(C#N)=C1/SC(CCO)C(=O)N1c1ccccc1 (stereo not drawn)	-14	-8	x	4	-15	9	0	-7	2
CCc1ccccc1NC(=S)N(CCN(C)C)C(C)c1ccccn1 (stereo not drawn)	-1	0	1	0	-12[20 µM]	-14	4	-6	-14
Cn1cnnc1SCC(=O)c1ccco1	1	3	0	5	-20	16	2	-9	-2
Cc1cc(CNC(=O)COc2ccc(F)cc2Cl)cc(C)c1O	-3	-14	0	1	-11	16	-5	-4	-6
COC(=O)c1cccc(N2C(=O)C3CC=CCC3C2=O)c1 (stereo not drawn)	0	3	-3	-6	-13[20 µM]	4	-2	-3	-3
O=C(CSc1ccc(-c2ccncc2)nn1)N1CCCC1	5	10	0	-4	0	8	0	-5	2
Cc1ccc(C)n1-c1ccsc1C(=O)CC#N	-11	-22	14	5	-25	-15	38	-2	-12
COCCCNCCOCCOc1ccc(Cl)cc1C(C)(C)C	7	10	6	4	-15	-3	-3	-7	-17
CC1CN=C2C(C(=O)Nc3ccccc3)=C(O)CC(c3ccccc3)N21 (stereo not drawn)	20	-15	-3	-5	-20	-3	1	-10	15
O=C(NCc1ccccc1)c1ccc(/C=N/O)nc1	4	-3	0	5	-19	1	1	-5	-23
O=C(O)CCC(=O)Nc1cccc(C(=O)c2ccccc2)c1	0	-11	0	-1	-20	4	-2	-5	-2
COc1cccc(S(=O)(=O)Nc2ccc(C(=O)Nc3ccncc3)cc2)c1	-12	-9	-1	-6	-10	23	-1	-10	4
CCOc1ccc(NC(=S)NNC(=S)Nc2cccc(C(F)(F)F)c2)cc1	-25	-8	19	5	-20	-10	7	1	-6

6 entries from above, reformatted.
Below each compound – Tb hexokinase, NCF1 inh, Runt-CBFb FRET, p97 inhibitor, Furin inhibitor, Calpain2 inh, Runt-SMMHC FRET, RBBP9 inhibitor, EBV gp42 inh
CC1CN=C2C(C(=O)Nc3ccccc3)=C(O)CC(c3ccccc3)N21 (stereo not drawn)
  20, -15, -3, -5, -20, -3, 1, -10, 15
CCc1nc(SCC(=O)NCCc2ccc(OC)c(OC)c2)c2c(=O)n(C)c(=O)n(C)c2n1
  0, -19, 2, x, -7, -18, 2, x, -10
O=C(O)CCC(=O)Nc1cccc(C(=O)c2ccccc2)c1
  0, -11, 0, -1, -20, 4, -2, -5, -2
O=C(CSc1ccc(-c2ccncc2)nn1)N1CCCC1
  5, 10, 0, -4, 0, 8, 0, -5, 2
Cc1cc(CNC(=O)COc2ccc(F)cc2Cl)cc(C)c1O
  -3, -14, 0, 1, -11, 16, -5, -4, -6
S=c1[nH]nc(-c2ccco2)n1/N=C/c1cccc(Cl)c1Cl
  -7, -15, 8, -2, -23, 13, 10, -9, 3
